POLI inh = DNA polymerase iota (human) inhibition. Q9UNA4. Pol iota fluorescent replication assay, 10 min. Potency, µM (highest dose often 115 µM), for the others: top-dose activity, negative = inhibition, usual class: inhibitors. 390,000 compounds, 1% hits
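Pol iota at 10 nM preincubated 15 min with compounds at room temperature; reaction started with fluorescent substrate, 50 nM final. Fluorescence read kinetically at 0 and 10 min; buffer-only wells as negative control.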
Pol beta inh = inhibitors of human DNA polymerase beta | Pol beta primer extension/strand displacement, fluorescence kinetic | Potency, µM (doses to about 114 µM), without a hit: at the highest dose activity change, negative = inhibition, usual class: inhibitors | 340,000 compounds, 1.3% hits | AID 485314; further: on the % scale 0 is the no-effect control and ±100 the full control effect
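Pol beta (10 nM) and compounds were preincubated 15 min at room temperature, then 50 nM substrate (final) started primer extension/strand displacement. Reads were taken at 0 and 10 min; concentration-response data were fitted to a four-parameter Hill equation.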
Pol kappa inh = DNA polymerase kappa (human) inhibition; purified Pol kappa, fluorescent DNA synthesis assay, 10 min; Potency, µM (series often up to 107 µM), without a hit: at the highest dose activity, negative = inhibition, hits mostly inhibitors; 400,000 compounds, 0.53% hits; AID 588579; further: on the % scale 0 is the no-effect control and ±100 the full control effect
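First, compounds were pin-transferred onto 10 nM Pol kappa. After 15 min at room temperature, substrate was added to 50 nM final. Fluorescence was then measured kinetically at 0 and 10 min.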
APEX1 inh = inhibitors of human APE1 endonuclease | P27695 | recombinant APE1, TAMRA/BHQ-2 abasic DNA cleavage fluorescence | Potency, µM (highest dose often 65.8 µM), inactives show at the top dose activity change, negative = inhibition, hits mostly inhibitors | 350,000 compounds, 0.35% hits | AID 2517;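 further: plate controls were vehicle for no effect and reference inhibitor for full effect; nearly all actives have a fitted effect of over 55% in size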
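Readout is kinetic fluorescence (ex 525, em 598 nm) from cleavage of 50 nM TAMRA/BHQ-2 THF abasic duplex by 0.75 nM APE1, compound added 15 min beforehand at RT.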
JMJD2A Tudor = blocks the human JMJD2A Tudor domain. O75164. AlphaScreen JMJD2A-Tudor / H3K4me3 peptide binding. Potency, µM (series often up to 114 µM), inactives show at the top dose activity change, negative = inhibition, hits mostly inhibitors. 390,000 compounds, 4.4% hits; further: on the % scale 0 is the no-effect control and ±100 the full control effect; nearly all actives have a fitted effect of over 50% in size
G9a inh = G9a (human) methyltransferase inhibition; Potency, µM (top dose mostly 102 µM), inactives show at the top dose activity, negative = inhibition, usual class: inhibitors; 350,000 compounds, 8.8% hits; Q96KQ7; G9a H3K9 monomethylation, AlphaScreen, 2 h; further: on the % scale 0 is the no-effect control and ±100 the full control effect; nearly all actives have a fitted effect of over 75% in size
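G9a (20 nM) preincubated 15 min RT with compounds, then 500 nM biotinylated H3K9 peptide and 20 uM SAM added; 2 h RT reaction. Monomethyl-H3K9 product detected by AlphaScreen with anti-H3K9me1 antibody, streptavidin donor and anti-rabbit IgG acceptor beads.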
BAZ2B block = inhibitors of human BAZ2B bromodomain; Q9UIF8; AlphaScreen BAZ2B-H3K14Ac peptide displacement; Potency, µM (series often up to 114 µM), without a hit: top-dose activity change, negative = inhibition, most hits filed as inhibitors; 360,000 compounds, 4.4% hits; further: on the % scale 0 is the no-effect control and ±100 the full control effect; nearly all actives have a fitted effect of over 60% in size
Target sequence (Q9UIF8 whole entry, looked up): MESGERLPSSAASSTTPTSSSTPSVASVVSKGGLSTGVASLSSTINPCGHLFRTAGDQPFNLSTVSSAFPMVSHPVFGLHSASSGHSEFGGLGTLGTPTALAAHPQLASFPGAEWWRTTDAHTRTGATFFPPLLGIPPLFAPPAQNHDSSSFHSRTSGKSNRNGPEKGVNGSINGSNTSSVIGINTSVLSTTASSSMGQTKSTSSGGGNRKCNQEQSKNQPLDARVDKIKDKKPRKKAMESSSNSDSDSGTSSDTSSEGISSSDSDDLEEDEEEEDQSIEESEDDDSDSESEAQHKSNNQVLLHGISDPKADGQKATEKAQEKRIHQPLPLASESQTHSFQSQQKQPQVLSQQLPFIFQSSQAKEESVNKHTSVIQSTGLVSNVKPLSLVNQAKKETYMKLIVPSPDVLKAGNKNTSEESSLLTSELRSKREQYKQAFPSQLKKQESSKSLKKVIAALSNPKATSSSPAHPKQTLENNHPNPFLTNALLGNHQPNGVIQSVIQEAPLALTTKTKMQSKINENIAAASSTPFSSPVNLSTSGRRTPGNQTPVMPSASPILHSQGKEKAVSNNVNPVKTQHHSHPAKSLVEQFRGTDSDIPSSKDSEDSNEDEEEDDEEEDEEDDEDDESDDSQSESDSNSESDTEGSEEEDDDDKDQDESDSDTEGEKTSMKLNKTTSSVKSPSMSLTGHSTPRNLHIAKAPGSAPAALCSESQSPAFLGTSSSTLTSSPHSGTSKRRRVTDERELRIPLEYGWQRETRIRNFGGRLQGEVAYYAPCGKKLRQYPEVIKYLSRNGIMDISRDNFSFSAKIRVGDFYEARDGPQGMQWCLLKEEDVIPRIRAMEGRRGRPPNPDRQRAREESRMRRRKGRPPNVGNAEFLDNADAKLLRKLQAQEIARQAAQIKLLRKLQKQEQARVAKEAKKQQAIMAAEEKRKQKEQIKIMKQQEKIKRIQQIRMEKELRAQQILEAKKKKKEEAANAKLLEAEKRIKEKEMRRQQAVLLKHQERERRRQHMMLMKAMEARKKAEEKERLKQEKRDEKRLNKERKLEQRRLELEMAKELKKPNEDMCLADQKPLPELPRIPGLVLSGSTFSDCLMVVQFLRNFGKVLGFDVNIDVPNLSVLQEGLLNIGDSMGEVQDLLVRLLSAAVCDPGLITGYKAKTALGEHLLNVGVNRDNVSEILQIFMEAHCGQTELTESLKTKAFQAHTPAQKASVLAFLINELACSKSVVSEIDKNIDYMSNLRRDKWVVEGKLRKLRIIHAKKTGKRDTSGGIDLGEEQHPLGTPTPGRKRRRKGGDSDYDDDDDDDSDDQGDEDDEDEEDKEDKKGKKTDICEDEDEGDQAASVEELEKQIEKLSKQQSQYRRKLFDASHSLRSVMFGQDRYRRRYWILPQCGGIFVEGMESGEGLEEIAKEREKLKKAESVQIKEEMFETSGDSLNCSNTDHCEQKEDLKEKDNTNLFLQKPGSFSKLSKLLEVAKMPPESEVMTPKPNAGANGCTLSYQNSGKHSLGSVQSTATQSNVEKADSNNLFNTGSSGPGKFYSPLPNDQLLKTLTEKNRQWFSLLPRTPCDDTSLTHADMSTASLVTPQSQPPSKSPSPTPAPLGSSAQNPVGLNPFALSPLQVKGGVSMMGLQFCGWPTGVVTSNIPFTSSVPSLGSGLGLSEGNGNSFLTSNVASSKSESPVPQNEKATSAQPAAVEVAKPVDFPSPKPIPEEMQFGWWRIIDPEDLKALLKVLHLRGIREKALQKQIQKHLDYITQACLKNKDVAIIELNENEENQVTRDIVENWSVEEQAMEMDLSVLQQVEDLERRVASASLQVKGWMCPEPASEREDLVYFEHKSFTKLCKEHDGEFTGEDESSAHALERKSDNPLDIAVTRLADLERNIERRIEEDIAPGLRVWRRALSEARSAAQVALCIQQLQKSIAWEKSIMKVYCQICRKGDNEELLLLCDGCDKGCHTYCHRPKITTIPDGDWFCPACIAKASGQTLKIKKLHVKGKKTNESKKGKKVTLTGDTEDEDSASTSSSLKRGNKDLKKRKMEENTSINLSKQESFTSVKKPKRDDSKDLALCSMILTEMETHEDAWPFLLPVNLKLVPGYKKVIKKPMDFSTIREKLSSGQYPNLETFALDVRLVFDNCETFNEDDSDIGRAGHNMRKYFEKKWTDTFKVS
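Multi-concentration screen (max 110 uM) measuring displacement of acetylated histone H3 peptide from BAZ2B by AlphaScreen, using 50 nM protein, 50 nM peptide and 10 ug/mL streptavidin donor plus Ni-chelate acceptor beads.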
BLM helicase inh = Bloom syndrome helicase (human) inhibition; AID 2528; Potency, µM (series often up to 56.1 µM), without a hit: at the highest dose activity change, negative = inhibition, most hits filed as inhibitors; recombinant BLM DNA unwinding, fluorescence dequenching; 350,000 compounds, 0.2% hits;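 further: plate controls were vehicle for no effect and no enzyme for full effect; nearly all actives have a fitted effect of over 35% in size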
Pol eta inh = inhibitors of human DNA polymerase eta; Q9Y253; 390,000 compounds, 1.2% hits; Potency, µM (top dose mostly 114 µM), for inactives: at the top dose activity change, negative = inhibition, actives largely listed as inhibitors; recombinant Pol eta, fluorescent DNA replication assay; further: on the % scale 0 is the no-effect control and ±100 the full control effect
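Pol eta at 10 nM preincubated with compounds 15 min at room temperature; reaction started with fluorescent substrate (50 nM final) and read kinetically at 0 and 10 min.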
An asterisk follows results filed as active; ? = inconclusive; nt = not tested or not shown; & = joins results of further samples; [ ] = remark or other dose. The call rests on the fitted dose curve; in most records, active means well fitted curve in the direction sought with a large enough effect; inconclusive means small, poorly fitted or top-dose-only effect, or another doubt; inactive means no such curve, though single readings can be large; an effect the other way counts as inactive or inconclusive. Potency means the concentration at half of the fitted maximal effect. This is a subset. The share of hits here may be higher or lower than overall.

POLI inh	Pol beta inh	Molecule	Pol kappa inh	APEX1 inh	JMJD2A Tudor	G9a inh	BAZ2B block	BLM helicase inh	Pol eta inh
16%	-1%	CCOC(=O)c1cccc(NC(=O)Nc2c(C)n(C)n(-c3ccccc3)c2=O)c1	-7%	nt	15%	6%[59 µM]	1%	0%	-12%
36%[activator]	24%	COC(=O)c1ccc(C(=O)OC)c(NC(=S)N2CCC(C(N)=O)CC2)c1	1%	-5%	4%	9%	-13%	-1%	-5%
23%	3%	CC1CCC(NC(=O)c2ccc(NC3=NC4CS(=O)(=O)CC4S3)cc2)CC1 (stereo not given)	2%	23%	-7%	26%	-3%	-4%	-13%
10%	-10%	CCCCNC(=O)CCCn1c(=O)[nH]c2ccc(Br)cc2c1=O	-16%	-4%	-7%	20%[59 µM]	0%	0%	5%
-10%	?	COc1cccc(NC(=O)C2CCCN(S(=O)(=O)c3cccc4cccnc34)C2)c1 (stereo not given)	-1%	-4%	-27%	-9%	-3%	-3%	-16%
48%[activator]	-2%	COc1ccc(-c2csc(C)n2)cc1Br	-4%	0%	27%	43%[activator]	25%	-2%	-8%
-3%	1%	Cc1cccc(C)c1NC(=O)C1c2cccc[n+]2CC(=O)N1Cc1cccs1 (stereo not given)	-1%	-2%	-6%	50µM*	nt	-9%	-12%
16%	-5%	CCOc1ccccc1-c1nnc(CS(=O)(=O)c2ccccc2)o1	-19%	0%	-12%	-9%	0%	0%	3%
17%	0%	Oc1ccccc1Nc1nc(-c2ccccc2)c2cc(Cl)ccc2n1	3%	nt	-25%	-11%[59 µM]	-15%	-4%	-14%
8%	2%	Cc1ccc(NC(=O)NCCc2ccc(S(N)(=O)=O)cc2)cc1	-20%	-5%	0%	-6%[12.7 µM]	-1%	-1%	-6%
-10%	23%	N/C(=N\OC(=O)CSc1ccccc1)c1ccccn1	-3%	3%	-11%	nt	20%	1%	-3%
12%	23%	CCCCOc1ccc(C(=O)Nc2ccc3oc(-c4cccnc4)nc3c2)cc1	7%	nt	-9%	19%[59 µM]	0%	-3%	3%

Reprinted at random: 2 entries already listed, in no set order.
POLI inh	Pol beta inh	Molecule	Pol kappa inh	APEX1 inh	JMJD2A Tudor	G9a inh	BAZ2B block	BLM helicase inh	Pol eta inh
48%[activator]	-2%	COc1ccc(-c2csc(C)n2)cc1Br	-4%	0%	27%	43%[activator]	25%	-2%	-8%
10%	-10%	CCCCNC(=O)CCCn1c(=O)[nH]c2ccc(Br)cc2c1=O	-16%	-4%	-7%	20%[59 µM]	0%	0%	5%

Profiles as entered above:
Entry for COC(=O)c1ccc(C(=O)OC)c(NC(=S)N2CCC(C(N)=O)CC2)c1 : POLI inh = 36%[activator]; Pol beta inh = 24%; Pol kappa inh = 1%; APEX1 inh = -5%; JMJD2A Tudor = 4%; G9a inh = 9%; BAZ2B block = -13%; BLM helicase inh = -1%; Pol eta inh = -5%
Entry for COc1cccc(NC(=O)C2CCCN(S(=O)(=O)c3cccc4cccnc34)C2)c1 (stereo not given) : POLI inh = -10%; Pol beta inh = ?; Pol kappa inh = -1%; APEX1 inh = -4%; JMJD2A Tudor = -27%; G9a inh = -9%; BAZ2B block = -3%; BLM helicase inh = -3%; Pol eta inh = -16%

Next part
POLI inh	Pol beta inh	Molecule	Pol kappa inh	APEX1 inh	JMJD2A Tudor	G9a inh	BAZ2B block	BLM helicase inh	Pol eta inh
5%	-1%	CC(C)Cn1c(SCC(=O)N2CC(=O)Nc3ccccc32)nc2ccccc21	-4%	2%	-15%	4%[59 µM]	-18%	-4%	-8%
1%	10%	Cc1cc(C)cc(NC(=O)c2cc3c(=O)n4ccccc4nc3s2)c1	-7%	-1%	-27%	8%	-5%	-6%	5%
-12%	-1%	c1ccc2c(c1)ncn2CCN1CCCCC1	1%	3%	?	?	2%	-3%	2%
?	-16%	CCOC(=O)CC1C(=O)NCCN1C(=O)c1cccc(OC)c1 (stereo not given)	-19%	30%	-10%	16%	-15%	-2%	-2%
4%[58.9 µM]	16%	COc1ccc(S(=O)(=O)N(CCc2ccccc2)CC(=O)O)cc1C	-14%	7%	-8%	?	15%	1%	4%
24%	-13%	O=C(O)CCC(=O)CCC(=O)c1ccc(Cl)cc1	-2%	2%	-12%	?	-6%	-2%	-14%
73%[activator]	24%	COc1ccccc1CNC(=O)CS(=O)(=O)Cc1ccccc1	0%	9%	-16%	-8%	-12%	-2%	-16%
16%	-19%	O=C(Nc1ccccc1-c1nnn(CC(=O)N2CCOCC2)n1)c1ccccc1F	17%	-1%	-8%	-2%	-32%	0%	-4%
62%[activator]	-2%	Cn1cc(CCC(=O)N2CCCC(C(=O)c3ccc(C(C)(C)C)cc3)C2)cn1 (stereo not given)	-6%	0%	-6%	8%	2%	-4%	-13%
-6%	9%	CC(=O)c1c(C)[nH]c(C(=O)Nc2cccc(S(=O)(=O)N(C)C)c2)c1C	0%	2%	-22%	1%	-34%	-2%	-15%
-1%	0%	Cc1ccc(S(=O)(=O)Nc2ccc(-c3nnc(SCc4ccccc4Cl)o3)cc2)cc1	-9%	2%	-25%[57.1 µM]	-37%	-29%	-15%	-23%
56%[activator]	nt	O=C(NNC(=O)C1CC1)c1cc(=O)[nH]c2ccccc12	-11%	22%	-12%	nt	nt	nt	0%
19%	35%[activator]	Cc1csc(NC(=O)c2cccn2C)n1	-6%	-3%	-33%	-9%	?	-6%	-6%
17%	24%	CCOc1ccc(NC(=O)C/C(C)=N/NC(=O)Cc2ccc(Cl)cc2)cc1	-4%	17%	-8%	-4%	-4%	-7%	-4%
-4%	?	O=C(COC(=O)C1COc2ccccc2O1)NC1CCS(=O)(=O)C1 (stereo not given)	4%	-1%	-2%	-8%[12.7 µM]	0%	2%	-13%
12%	nt	N#Cc1ccc(OCC(=O)Nc2ccc3[nH]c(=O)[nH]c3c2)cc1	-9%	1%	-11%	-7%	4%	nt	-4%
51%[activator]	1%	COc1ccc(NC(C)=O)cc1S(=O)(=O)Nc1ccc2c(c1)OCCO2	-1%	7%	12%	4%	-19%	0%	-19%
22%	8%	CC(C)(C)C(=O)OC/C(N)=N/OC(=O)c1ccc(Cl)c(Cl)c1	7%	-1%	25%	102%[activator]	23%	-7%	-14%
-10%	-25%	CCOc1ccccc1Nc1ncnc2ccccc12	-10%	0%	-15%	-3%[12.7 µM]	1%	0%	-10%
?	9%	O=c1[nH][nH]cc1C=Nc1ccccc1O	10%	1%	-25%	65%[activator][12.7 µM]	40µM*	1%	-12%
16%	50%	COc1ccc(NC(=O)Nc2nnc(-c3ccccc3F)s2)cc1	13%	7%	-7%	14%	-5%	-2%	-16%
19%	2%	O=C(CS(=O)(=O)Cc1ccccc1)Nc1cccnc1	0%	0%	1%	12%[59 µM]	6%	-1%	1%
11%	-16%	COc1c(F)c(F)c(C(=O)O)c(Nc2ccccc2)c1F	0%	-2%	-12%	-25%	-1%	1%	-12%
30%[activator]	4%	Cc1c(Cl)c([N+](=O)[O-])nn1CC(=O)NCCCN1CCOCC1	-5%	-13%	-11%	6%	10%	2%	4%
-3%[58.9 µM]	9%[57.1 µM]	c1ccc(C2CN3CCSC3=N2)cc1 (stereo not given)	0%[60.1 µM]	-3%&1%&-5%	-3%	9%	-11%	-2%&-10%&-4%	3%[57.1 µM]
21%	nt	Cc1nc(-c2ccc(F)cc2)c(CC(=O)N2CCN(S(=O)(=O)c3cccc(F)c3)CC2)s1	1%	52%[activator]	-10%	-3%[2.33 µM]	1%	nt	-16%
-6%	1%	Cc1cc(C(=O)COC(=O)c2ccc(O)cc2)c(C)n1Cc1ccco1	1%	-6%	?	?	50µM*	-10%	-10%
25%	29%	COc1ccccc1C(=O)Nn1c(C)nc2ccccc2c1=O	-5%	-1%	-15%	4%	3%	-2%	-6%
4%	9%	NS(=O)(=O)c1ccc(CNC(=O)c2ccc(Cl)cc2[N+](=O)[O-])cc1	-13%	16%	-19%	24%[59 µM]	9%	1%	-4%
21%	1%	O=C(Nc1cccc(C(=O)OCc2cc(=O)n3c4c(sc3n2)CCCC4)c1)c1cccc(F)c1	-8%[60.1 µM]	nt	6%	1%[12.7 µM]	-10%	-4%	6%
6%	4%	O=C(CCc1ccccc1)NCCCN1CCOCC1	-32%	-7%	-7%	-3%	-20%	1%	10%
-4%	nt	NC(=O)c1ccc(N2CCN(S(=O)(=O)c3cccs3)CC2)c([N+](=O)[O-])c1	-1%	-3%	-24%	nt	nt	nt	2%
17%	0%	COc1cnn(-c2ccccc2)c(=O)c1N(C)C	-10%	-2%	-10%	-40%[12.7 µM]	-23%	0%	3%
69%[activator]	13%	COc1ccc(NC(=S)NNC(=O)c2cccnc2)cc1OC	-4%	11%	-15%	45µM*	-15%	-2%	-13%
30%	-3%	COc1ccc(Cn2c(C)nc([N+](=O)[O-])c2SCC(=O)O)cc1[N+](=O)[O-]	-12%	3%	-5%	-1%	-15%	1%	-2%
24%	-6%	Cc1ccc(N(C(=O)c2csnn2)C(C(=O)NC(C)(C)C)c2cccnc2)cc1 (stereo not given)	8%	-1%	6%	29%	-31%	1%	-3%
?	?	O=c1[nH][nH]c2cc(=O)n(-c3cccc(C(F)(F)F)c3)nc12	-44%	?	-28%	?	?	-7%	?
26%	19%	Cn1c(Cc2cccs2)nnc1SCc1nc2ccccc2[nH]1	-5%	13%	-14%	-7%[59 µM]	-6%	0%	-14%
5%	nt	COc1ccc(NC(=O)C(OC(=O)c2cnc(C)cn2)c2ccccc2)cc1Cl (stereo not given)	-5%	8%	-25%	-29%	4%	nt	-4%
-22%	nt	Cc1ccc(F)cc1NC(=O)COC(=O)COc1ccc(C#N)cc1	-13%	5%	-12%	5%[0.501 µM]	-5%	nt	-18%
111%[activator]	0%	Cc1nc(C)c(-c2csc(N)n2)s1	-31%	8%	-8%	-7%	-2%	-2%	?
10%	1%	CCc1ccc(C2c3c(-c4cc(C)ccc4O)n[nH]c3C(=O)N2CCO)cc1 (stereo not given)	10%	nt	-21%	8%[59 µM]	-5%	1%	-20%
0%	4%	O=C1CSC(=O)N1CC(O)COc1ccc(Cl)cc1 (stereo not given)	-12%	3%	-2%	-5%	6%	2%	-1%
33%[activator]	0%	O=C(Nc1ccccc1)c1cccc(=O)o1	5%	-3%	2%	30%[59 µM]	-3%	-5%	-16%

From PubChem BioAssay
